Compound activity: PubChem BioAssay, several laboratories
Jurkat tox 60K: cytotoxicity toward Jurkat T cells, primary screen, cytotoxicity control, cell-based, Jurkat E6.1, 60K MLSMR library; Jurkat E6.1 viability, ATP luminescence, 48 h; inhibition, % at 4 µM; 56,000 tested, 1.2% active; AID 463, 2006;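 active = inhibition above the mean inhibition of all tested compounds plus 3 SD, cut at about 28% in these data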
JNK3 blocker: JNK3 kinase activity inhibitors, primary screen, biochemical, human, purified enzyme; Mitogen-activated protein kinase 10 (Homo sapiens), P53779; HTS; inhibition, % at 8 µM; 60,000 tested, 0.61% active; AID 746, 2007; in the data active = inhibition above about 17%;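 note: 0% = DMSO and 100% = reference inhibitor; many of its hits are not listed in these tables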
PKA inh: inhibitors of human PKA kinase activity, primary screen, biochemical, ATP-depletion luminescence, Kemptide substrate; PKA Kemptide phosphorylation, Kinase-Glo ATP luminescence; inhibition, % at 6 µM; 65,000 tested, 0.1% active;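 active = inhibition above the screen-wide mean inhibition plus 3 SD, cut at about 21% in these data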; note: many of its hits are not listed in these tables
TNAP act DEA: human TNAP enzyme activators, primary screen, biochemical, luminescent, intermediate phosphate acceptor level; Alkaline phosphatase, tissue-nonspecific isozyme (Homo sapiens), P05186; purified TNAP, CDP-star luminescence, 100 mM DEA, 30 min; hits give high values; scale: 0 levamisole-inhibited, 1 vehicle-only enzyme; activation factor at 20 µM; 64,000 tested, under 10 active; AID 813, 2007;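 active = activation factor of at least 2 at 20 µM, relative to controls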
Target sequence (P05186 whole entry, looked up): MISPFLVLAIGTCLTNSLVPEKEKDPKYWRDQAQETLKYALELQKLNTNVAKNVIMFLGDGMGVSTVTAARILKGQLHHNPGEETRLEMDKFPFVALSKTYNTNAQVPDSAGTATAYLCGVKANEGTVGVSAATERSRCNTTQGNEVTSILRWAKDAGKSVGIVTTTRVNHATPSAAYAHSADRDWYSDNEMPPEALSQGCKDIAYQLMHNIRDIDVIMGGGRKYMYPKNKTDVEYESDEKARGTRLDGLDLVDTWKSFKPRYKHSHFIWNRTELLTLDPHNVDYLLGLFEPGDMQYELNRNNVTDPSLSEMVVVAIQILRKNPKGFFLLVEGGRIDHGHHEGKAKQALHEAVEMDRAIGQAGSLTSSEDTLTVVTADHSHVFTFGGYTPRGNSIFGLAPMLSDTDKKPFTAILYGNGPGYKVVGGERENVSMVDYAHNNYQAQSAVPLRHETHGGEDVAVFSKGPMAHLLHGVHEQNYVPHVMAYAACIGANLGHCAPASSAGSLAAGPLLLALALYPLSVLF
MMP13 inh: human MMP13 inhibitors, primary screen, biochemical, FRET peptide cleavage. Collagenase 3 (Homo sapiens), P45452. 65,000 tested, 0.07% active. AID 570, 2006. MMP-13 fTHP FRET cleavage, Mca fluorescence. inhibition, % at 4 µM;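 active = inhibition above the mean of compound-free control plate wells plus 3 SD, cut at about 14% in these data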;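 note: 0% = DMSO wells and 100% = wells with reference MMP-13 inhibitor after basal subtraction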
HEK293 NFkB inh: inhibitors of PMA/ionomycin-induced NF-kB reporter, primary screen, antigen receptor NF-kB inhibitor project, cell-based, HEK-293 luciferase reporter, luminescence; HEK-293 NF-kB luciferase reporter; inhibition, % at 3 µM; 62,000 tested, 0.21% active; AID 465, 2006;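 active = inhibition above the mean of all tested compounds plus 3 SD, cut at about 40% in these data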;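 note: 0% = stimulated DMSO wells and 100% = 10 µM reference inhibitor 5653914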
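Material: HEK-293 cells with stable firefly luciferase reporter driven by four HIV NF-kB elements / Also added: PMA plus ionomycin mix as NF-kB-activating stimulus / Compound dosing: 3 µM once, 0.30% DMSO / Times: 1 h pretreatment, 16 h stimulation, 37 °C / Signal: luminescence / Evaluation: per-plate % inhibition versus controls / Benchmarks: DMSO and 10 µM reference inhibitor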
DUSP1 inh: MKP-1 phosphatase inhibitors, primary screen, biochemical, in vitro. AID 374, 2006. 65,000 tested, 0.15% active. recombinant MKP-1, OMFP hydrolysis fluorescence. Dual specificity protein phosphatase 1 (Homo sapiens), P28562. inhibition, %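 (compounds tested at a single concentration somewhere between 10 and 100 µM)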;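 active = inhibition above about 50%, limit read from the data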;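 note: 0% = DMSO max control wells and 100% = wells with enzyme stopped by NaOH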
Cdc25B inh: inhibitors of Cdc25B phosphatase catalytic domain, primary screen, biochemical, OMFP fluorescence. M-phase inducer phosphatase 2 (Homo sapiens), P30305. recombinant Cdc25B, OMFP fluorescence Ex485/Em525. inhibition, %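 (compounds tested at 10 µM final in the well)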. 65,000 tested, 0.1% active. AID 368, 2006; in the data active = inhibition above about 50%
Target sequence (P30305 whole entry, looked up, the tested form may be a part): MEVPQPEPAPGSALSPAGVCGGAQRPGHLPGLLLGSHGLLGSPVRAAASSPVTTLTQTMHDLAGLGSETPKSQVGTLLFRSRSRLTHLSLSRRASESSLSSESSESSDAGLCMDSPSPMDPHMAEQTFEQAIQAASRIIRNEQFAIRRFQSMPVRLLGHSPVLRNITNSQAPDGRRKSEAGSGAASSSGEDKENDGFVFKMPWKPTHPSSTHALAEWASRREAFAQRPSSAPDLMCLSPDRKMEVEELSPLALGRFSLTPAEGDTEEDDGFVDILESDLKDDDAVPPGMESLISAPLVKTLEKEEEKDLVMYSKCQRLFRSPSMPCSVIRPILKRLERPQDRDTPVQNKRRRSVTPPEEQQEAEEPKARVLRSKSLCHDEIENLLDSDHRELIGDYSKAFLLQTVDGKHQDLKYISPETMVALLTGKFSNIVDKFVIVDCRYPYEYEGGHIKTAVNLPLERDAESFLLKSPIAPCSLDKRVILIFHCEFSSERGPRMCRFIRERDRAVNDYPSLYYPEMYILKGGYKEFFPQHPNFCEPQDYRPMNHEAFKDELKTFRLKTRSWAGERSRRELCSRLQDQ
ROCK2 blocker: inhibitors of human ROCK2 kinase, primary screen, biochemical, high-throughput, luminescence; Rho-associated protein kinase 2 (Homo sapiens), O75116; purified ROCK2, Kinase-Glo ATP depletion luminescence; 60,000 tested, 0.35% active; inhibition, % at 6 µM;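 active = inhibition above the screen-wide mean inhibition plus 3 SD, cut at about 18% in these data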;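 note: plate controls were DMSO wells for no effect and Y-27632 control wells after no-enzyme background subtraction for full effect; many of its hits are not listed in these tables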
* hit, by the source's call.

Screening COc1ccc(C(=O)CSc2nccc(=O)[nH]2)cc1 returned Jurkat tox 60K 3, JNK3 blocker -1, PKA inh 6, TNAP act DEA 1, MMP13 inh 5, HEK293 NFkB inh 0, DUSP1 inh 8, Cdc25B inh -4 and ROCK2 blocker 1.
Screening COc1ccc(NC(=O)C2C(=O)N(C)C3(C)CC2c2ccccc2O3)cc1 (configuration not stated) returned Jurkat tox 60K 5, JNK3 blocker -1, PKA inh 0, TNAP act DEA 1, MMP13 inh 0, HEK293 NFkB inh 5, DUSP1 inh -3, Cdc25B inh -3 and ROCK2 blocker -1.
Screening CCCCCCC(C)n1[nH]c(=O)c2c(C)cc(=O)[nH]c21 (configuration not stated) returned Jurkat tox 60K 0, JNK3 blocker -8, PKA inh 5, TNAP act DEA 0.7, MMP13 inh 3, HEK293 NFkB inh 16, DUSP1 inh -13, Cdc25B inh 5 and ROCK2 blocker 0.
`O=C1CC(SCc2nc3ccccc3[nH]2)C(=O)N1c1cccc(F)c1` (configuration not stated) gave Jurkat tox 60K 1, JNK3 blocker -3, PKA inh 15, TNAP act DEA 1, MMP13 inh 2, HEK293 NFkB inh 16, DUSP1 inh 2, Cdc25B inh -3 and ROCK2 blocker 6.
N#Cc1c(NC(=O)c2cc(C3CC3)on2)sc2c1CCC2 was read as Jurkat tox 60K 3, JNK3 blocker -6, PKA inh 8, TNAP act DEA 0.9, MMP13 inh 4, HEK293 NFkB inh 9, DUSP1 inh 3, Cdc25B inh 1 and ROCK2 blocker 2.
`CCN(CCCNC(=O)CCc1nc(-c2ccc(C)cc2)no1)c1cccc(C)c1` gave Jurkat tox 60K 1, JNK3 blocker -1, PKA inh 4, TNAP act DEA 0.9, MMP13 inh -2, HEK293 NFkB inh 6, DUSP1 inh 26, Cdc25B inh -37 and ROCK2 blocker 3.
O=C(C1CCCCC1)N1CCN(c2ccccc2F)CC1 was read as Jurkat tox 60K -7, JNK3 blocker -1, PKA inh 6, TNAP act DEA 1, MMP13 inh 3, HEK293 NFkB inh 3, DUSP1 inh 2, Cdc25B inh -8 and ROCK2 blocker 6.
`COc1cc(S(=O)(=O)Nc2cccnc2)ccc1F` gave Jurkat tox 60K 3, JNK3 blocker 5, PKA inh 8, TNAP act DEA 0.8, MMP13 inh -3, HEK293 NFkB inh -12, DUSP1 inh -11, Cdc25B inh -1 and ROCK2 blocker 11.
Screening CC(C)(CC(=O)O)Cc1nc(-c2ccc(Cl)cc2)no1 returned Jurkat tox 60K 4, JNK3 blocker -11, PKA inh -14, TNAP act DEA 1, MMP13 inh 1, HEK293 NFkB inh 22, DUSP1 inh 1, Cdc25B inh -6 and ROCK2 blocker -13.
`O=C(/C=C\Nc1ccc2c(c1)OCO2)c1ccccn1` gave Jurkat tox 60K -1, JNK3 blocker 0, PKA inh -9, TNAP act DEA 0.9, MMP13 inh -7, HEK293 NFkB inh 48*, DUSP1 inh 11, Cdc25B inh 0 and ROCK2 blocker -15.
`CC1(C)CC2(CC(C)(C)N1)OC(=O)N1CCc3ccccc3C12C` (configuration not stated) gave Jurkat tox 60K -2, JNK3 blocker -4, PKA inh 10, TNAP act DEA 1, MMP13 inh 2, HEK293 NFkB inh 9, DUSP1 inh -6, Cdc25B inh -2 and ROCK2 blocker 6.
COC(=O)C1C(=O)NC(SC)=C(C#N)C1c1ccccc1 (configuration not stated) was read as Jurkat tox 60K -7, JNK3 blocker -4, PKA inh 6, TNAP act DEA 1, MMP13 inh 0, HEK293 NFkB inh 2, DUSP1 inh -21, Cdc25B inh 0 and ROCK2 blocker 7.

Of the compounds above, 2 have a cyano group.
N#Cc1c(NC(=O)c2cc(C3CC3)on2)sc2c1CCC2 was read as Jurkat tox 60K 3, JNK3 blocker -6, PKA inh 8, TNAP act DEA 0.9, MMP13 inh 4, HEK293 NFkB inh 9, DUSP1 inh 3, Cdc25B inh 1 and ROCK2 blocker 2.
COC(=O)C1C(=O)NC(SC)=C(C#N)C1c1ccccc1 (configuration not stated) was read as Jurkat tox 60K -7, JNK3 blocker -4, PKA inh 6, TNAP act DEA 1, MMP13 inh 0, HEK293 NFkB inh 2, DUSP1 inh -21, Cdc25B inh 0 and ROCK2 blocker 7.

Other structures follow:
`N#Cc1cc(C(=O)c2cc(Br)ccc2O)cn(C2CC2)c1=O` gave Jurkat tox 60K -4, JNK3 blocker 2, PKA inh 8, TNAP act DEA 0.8, MMP13 inh -38, HEK293 NFkB inh 6, DUSP1 inh 28, Cdc25B inh -18 and ROCK2 blocker 4.
`O=C(NCc1ccccc1Cl)C1CCN(C(=O)c2sccc2-n2cccc2)CC1` gave Jurkat tox 60K 1, JNK3 blocker 7, PKA inh 1, TNAP act DEA 0.9, MMP13 inh 0, HEK293 NFkB inh 16, DUSP1 inh -10, Cdc25B inh -10 and ROCK2 blocker 4.
For O=C(CCn1cccc1)NC1CCCc2ccccc21 (configuration not stated) the results were Jurkat tox 60K 2, JNK3 blocker 2, PKA inh 9, TNAP act DEA 1, MMP13 inh 1, HEK293 NFkB inh 4, DUSP1 inh 1, Cdc25B inh -1 and ROCK2 blocker 6.
CCOC(=O)c1c(C)n(C)c2ccc(OC(=O)c3ccoc3)cc12 was read as Jurkat tox 60K -1, JNK3 blocker -3, PKA inh 1, TNAP act DEA 0.9, MMP13 inh 3, HEK293 NFkB inh 15, DUSP1 inh 27, Cdc25B inh -10 and ROCK2 blocker -1.
`Cn1cccc1Cc1nnc(SCC(=O)Nc2cccc(F)c2)n1CCc1ccccc1` gave Jurkat tox 60K -4, JNK3 blocker -2, PKA inh 6, TNAP act DEA 1, MMP13 inh 7, HEK293 NFkB inh 11, DUSP1 inh 10, Cdc25B inh -11 and ROCK2 blocker 0.
`CC1Cc2ccccc2C(=O)N1` (configuration not stated) gave Jurkat tox 60K -2, JNK3 blocker -1, PKA inh 4, TNAP act DEA 0.9, MMP13 inh 1, HEK293 NFkB inh 6, DUSP1 inh 3, Cdc25B inh -2 and ROCK2 blocker 6.
COc1ccc(S(=O)(=O)N(C)CC(=O)N2CCC(C(N)=O)CC2)cc1 was read as Jurkat tox 60K 0, JNK3 blocker -5, PKA inh 0, TNAP act DEA 1, MMP13 inh 1, HEK293 NFkB inh 6, DUSP1 inh -5, Cdc25B inh -4 and ROCK2 blocker -1.
`Cc1ccc(S(=O)(=O)NCCCNC(=O)c2ccccc2)cc1` gave PKA inh 7, TNAP act DEA 1, MMP13 inh 2, HEK293 NFkB inh 15, DUSP1 inh 7 and Cdc25B inh -13.
For CCOC(=O)C1CSC(CC(=O)Nc2ccc(Cl)cc2)C(=O)N1 (configuration not stated) the results were Jurkat tox 60K -2, JNK3 blocker -4, PKA inh -1, TNAP act DEA 0.9, MMP13 inh 3, HEK293 NFkB inh 6, DUSP1 inh -10, Cdc25B inh -9 and ROCK2 blocker -2.
Screening COc1cc(C(N)=O)cc(Br)c1OC returned Jurkat tox 60K 5, JNK3 blocker 3, PKA inh 14, TNAP act DEA 0.9, MMP13 inh -1, HEK293 NFkB inh 11, DUSP1 inh 1, Cdc25B inh -5 and ROCK2 blocker 9.
For COc1ccc(Cl)cc1C(=O)Nc1ccccc1N1CCN(C)CC1 the results were Jurkat tox 60K -3, JNK3 blocker 3, PKA inh 7, TNAP act DEA 0.9, MMP13 inh 0, HEK293 NFkB inh 13, DUSP1 inh 4, Cdc25B inh -14 and ROCK2 blocker 7.
Screening COc1ccc(N2C(=O)C3CCCN3C2c2ccc(F)cc2)cc1Cl (configuration not stated) returned Jurkat tox 60K -5, JNK3 blocker 0, PKA inh 7, TNAP act DEA 0.8, MMP13 inh -2, HEK293 NFkB inh 6, DUSP1 inh 1, Cdc25B inh 26 and ROCK2 blocker 5.
`Cc1oc(-c2ccccc2F)nc1CN1CCC(C(=O)NCc2cccs2)CC1` gave Jurkat tox 60K 3, JNK3 blocker -3, PKA inh 10, TNAP act DEA 1, MMP13 inh 6, HEK293 NFkB inh 11, DUSP1 inh 37, Cdc25B inh -4 and ROCK2 blocker 5.
O=S1(=O)CC(O)C(N2CCC(c3ccccc3)CC2)C1 (configuration not stated) was read as Jurkat tox 60K -5, JNK3 blocker 3, PKA inh 5, TNAP act DEA 0.9, MMP13 inh -5, HEK293 NFkB inh -8, DUSP1 inh -3, Cdc25B inh -7 and ROCK2 blocker 6.
`O=C(COC(=O)c1ccc(S(=O)(=O)NCc2ccco2)cc1)Nc1ccccc1OC(F)F` gave PKA inh 1, TNAP act DEA 1, MMP13 inh 5, HEK293 NFkB inh 7, DUSP1 inh 4 and Cdc25B inh -12.
COC(=O)COc1ccc2occ(C(C)=O)c2c1 was read as Jurkat tox 60K 4, JNK3 blocker 9, PKA inh -5, TNAP act DEA 1, MMP13 inh -9, HEK293 NFkB inh 6, DUSP1 inh -1, Cdc25B inh 7 and ROCK2 blocker 0.
Screening COc1cc2c(=O)n(Cc3ccco3)c(=O)n(CC(=O)c3cccc(Br)c3)c2cc1OC returned Jurkat tox 60K 0, JNK3 blocker -5, PKA inh 5, TNAP act DEA 0.9, MMP13 inh -5, HEK293 NFkB inh 8, DUSP1 inh 34, Cdc25B inh 2 and ROCK2 blocker 0.
CCN(CC)S(=O)(=O)c1ccc2c(c1)nc(SCc1nc3ccsc3c(=O)[nH]1)n2CC was read as Jurkat tox 60K 6, JNK3 blocker -5, PKA inh 4, TNAP act DEA 0.8, MMP13 inh 3, HEK293 NFkB inh 3, DUSP1 inh 41, Cdc25B inh 9 and ROCK2 blocker 1.
`CN1/C(=C\C(=O)CN2C(=O)NC3(CCCCCC3)C2=O)C(C)(C)c2ccccc21` gave PKA inh 7, TNAP act DEA 1, MMP13 inh 2, HEK293 NFkB inh 15, DUSP1 inh 11 and Cdc25B inh -5.
Screening C=CCn1c(=O)c2ccccc2n2c(SCc3nnc(-c4ccccc4Br)o3)nnc12 returned Jurkat tox 60K 5, JNK3 blocker 5, PKA inh 3, TNAP act DEA 1, MMP13 inh 1, HEK293 NFkB inh -2, DUSP1 inh 36, Cdc25B inh -8 and ROCK2 blocker 2.
Screening CCOc1ccc2nc(S(N)(=O)=O)sc2c1 returned JNK3 blocker -9, PKA inh -9, TNAP act DEA 0.9, MMP13 inh -6, DUSP1 inh -9, Cdc25B inh 3 and ROCK2 blocker -7.
CCCN(CCC)S(=O)(=O)c1ccc(NS(C)(=O)=O)cc1 was read as Jurkat tox 60K -6, JNK3 blocker -3, PKA inh 11, TNAP act DEA 0.9, MMP13 inh 2, HEK293 NFkB inh 5, DUSP1 inh -6, Cdc25B inh -3 and ROCK2 blocker 10.
`COc1cc(CNC2CCCC2)cc(OC)c1OC` gave Jurkat tox 60K -17, JNK3 blocker 5, PKA inh 2, TNAP act DEA 0.9, MMP13 inh 0, HEK293 NFkB inh -3, DUSP1 inh 23, Cdc25B inh 4 and ROCK2 blocker 2.
Screening CCc1nnc(NC(=O)CSc2nnc(Cc3cccn3C)n2C)s1 returned Jurkat tox 60K 5, JNK3 blocker -2, PKA inh -1, TNAP act DEA 1, MMP13 inh 6, HEK293 NFkB inh 12, DUSP1 inh -1, Cdc25B inh -2 and ROCK2 blocker -2.
